Screening results: PubChem, several laboratories
MrgX1 allo act – human MrgX1 positive allosteric modulation, primary screen; Q96LB2; MrgX1-HEK293, Fluo-4 calcium flux, FDSS; hits give high values; B-score at 10 µM; 0.63% of 310,000 active;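 active means plate-corrected calcium response at least 3 library SD above typical, normal starting fluorescence, not activating the receptor alone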;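 further: compound read alongside a low EC10 to EC30 dose of BAM8-22 agonist; peak minus trough fluorescence over baseline measured at the second addition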
TRPC6 act – activators of mouse TRPC6 channel | HEK293-TRPC6 membrane potential dye fluorescence; hits give high values | B-score at 10 µM | 0.13% of 310,000 active | AID 2550;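 active means B-score of the integrated fluorescence ratio above library mean plus 3 SD, and starting fluorescence ratio within library mean plus 5 SD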;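 further: higher score means more depolarization so channel activation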
MrgX1 antag – human MrgX1 receptor antagonism, primary screen; AID 588676; MRGX1-HEK293 calcium flux, Fluo-4, BAM8-22 antagonism; hits give low values; 1.3% of 310,000 active; Q96LB2; B-score at 10 µM;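 active means calcium-response B-score plate-corrected more than 3 library SD below zero, starting fluorescence within 5 deviations, no agonist response on first addition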;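 further: peak minus trough fluorescence over baseline after final BAM8-22 challenge near maximal dose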
SKKanGAS inh – inhibitors of SKKanGAS S. pyogenes growth in kanamycin (SK-promoter or general growth effect). BacTiter-Glo, 6 h. inhibition, % at 7.5 µM. 1.3% of 300,000 active;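 active means mean replicate score, as percent of positive control median, at least 50; inconclusive means mean below 50 but one replicate at or above 50; inactive means mean and every replicate below 50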;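 further: strain carries kanamycin resistance gene driven by streptokinase promoter and grows in 40 µg/ml kanamycin; loss of luminescence reflects streptokinase promoter inhibition or plain growth inhibition; 0% = median of DMSO wells and 100% = positive control at its reference dose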
TRPC6 inh – blocks the mouse TRPC6 cation channel; Q61143; HEK293-TRPC6, membrane potential dye, ACh-evoked depolarization; hits give low values; B-score at 10 µM; 1.1% of 310,000 active;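 active means B-score under library mean minus 3 SD, initial fluorescence not abnormally high, positive integrated signal ratio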;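 further: B-score derived from integrated fluorescence ratio over the kinetic read; more negative B-score means stronger inhibition of depolarization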
Platelet DG rel – modulates dense granule release in human platelets; human platelet-rich plasma, SFLLRN dense granule ATP release, luminescence; inhibition, %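 (compounds screened at 7.5 µM in platelet-rich plasma)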; 0.22% of 300,000 active; AID 1663;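 active means mean replicate score, as percent of positive control, at or above 50; inconclusive means mean below 50 but at least one replicate at or above 50; inactive means mean and every replicate below 50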
MrgX1 agonist – activates human MrgX1 receptor signaling; Q96LB2; MrgX1-HEK293 cells, Fluo-4 calcium fluorescence, agonist mode; hits give high values; B-score at 10 µM; 0.44% of 310,000 active; AID 588627;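 active means calcium response B-score plate-corrected fluorescence ratio at least 3 library SD, with starting fluorescence B-score inside 5 SD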
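Test system: HEK293 cells stably expressing human MrgX1 receptor; Input: fifteen thousand cells per well; Dosing: compound delivered in addition one of three; Schedule: overnight seeding, then 1 h dark dye loading; Technique: Fluo-4 NW calcium fluorescence; Measure: B-scored fluorescence response ratio; Controls: positive and negative controls per plate.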
TRPC4 inh – blocks the mouse TRPC4 cation channel; Q9QUQ5; HEK293 TRPC4beta/mu-opioid, DAMGO-evoked Fluo4 calcium flux; hits give low values; B-score at 10 µM; 0.39% of 300,000 active; AID 2247;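 active means B-score over 3 SD under the library average, no early fluorescence shift, positive overall ratio signal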
Target sequence (Q9QUQ5 whole entry, looked up): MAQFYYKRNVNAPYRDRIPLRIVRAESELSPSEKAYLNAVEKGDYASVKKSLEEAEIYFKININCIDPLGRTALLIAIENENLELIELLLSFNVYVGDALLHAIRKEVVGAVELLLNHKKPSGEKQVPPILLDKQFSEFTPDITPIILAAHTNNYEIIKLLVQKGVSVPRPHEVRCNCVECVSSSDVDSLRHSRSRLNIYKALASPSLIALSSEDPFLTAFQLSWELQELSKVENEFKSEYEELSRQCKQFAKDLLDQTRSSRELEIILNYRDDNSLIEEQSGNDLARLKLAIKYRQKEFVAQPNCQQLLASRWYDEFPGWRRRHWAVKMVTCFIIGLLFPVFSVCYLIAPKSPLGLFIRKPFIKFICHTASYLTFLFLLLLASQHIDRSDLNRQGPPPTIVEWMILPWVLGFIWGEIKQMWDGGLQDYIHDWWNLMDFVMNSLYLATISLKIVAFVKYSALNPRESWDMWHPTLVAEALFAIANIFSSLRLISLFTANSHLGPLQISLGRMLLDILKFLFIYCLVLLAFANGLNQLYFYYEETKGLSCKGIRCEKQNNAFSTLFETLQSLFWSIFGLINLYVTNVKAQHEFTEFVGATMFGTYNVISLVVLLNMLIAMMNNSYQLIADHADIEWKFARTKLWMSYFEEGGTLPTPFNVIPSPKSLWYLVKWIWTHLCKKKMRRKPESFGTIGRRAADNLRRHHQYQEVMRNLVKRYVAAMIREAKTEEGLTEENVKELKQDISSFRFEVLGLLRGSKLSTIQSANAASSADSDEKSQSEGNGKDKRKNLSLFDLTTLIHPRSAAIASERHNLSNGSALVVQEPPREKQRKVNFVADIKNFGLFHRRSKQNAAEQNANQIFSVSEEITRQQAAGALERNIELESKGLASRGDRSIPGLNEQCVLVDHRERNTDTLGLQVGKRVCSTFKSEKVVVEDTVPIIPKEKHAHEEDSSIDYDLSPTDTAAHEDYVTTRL
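Assay system: HEK293 cells with stable TRPC4beta plus mu-opioid receptor expression; Probe or stimulus: DAMGO in two steps, submaximal then maximal; Dosing: single-point compound dosing; Measured by: Fluo4 calcium-dye fluorescence, kinetic read; Read-out basis: B score from integrated Fluo4 fluorescence ratio.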
HIF act – HIF pathway transcriptional activation; U2OS HRE-luciferase reporter, luminescence; normalized: DMSO 0%, desferrioxamine 100%; activation, % at 7.5 µM (by protocol); 0.32% of 300,000 active; AID 1910;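 active means mean activation of at least 10% of the iron chelator positive control signal, with at least half of replicates also reaching 10%; inconclusive means mean and replicate majority disagree about reaching 10%; inactive means mean and most replicates under 10%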
RGS4 inh – human RGS4 inhibition. P49798. HEK293 M3R/RGS4 inducible, Fluo-4 calcium flux; hits give high values; triggered by carbachol at its EC20. B-score at 10 µM. 0.45% of 310,000 active;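 active means B-score, a plate-corrected calcium signal, over three deviations above library mean, with baseline fluorescence within five deviations of library mean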;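 further: RGS4 expression induced by doxycycline in cells with stable M3 receptor; B-score is computed from the integrated fluorescence ratio over baseline after carbachol; higher B-score means a larger calcium signal and so more RGS4 inhibition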
RGS4 act – RGS4 potentiation or activation. HEK293 M3R/inducible RGS4, carbachol calcium flux Fluo4; hits give low values. 0.92% of 310,000 active. B-score at 10 µM. AID 463111;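 active means B-score of the integrated calcium signal more than 4 SD below the library mean, with starting fluorescence not abnormally high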;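 further: negative B-score means reduced calcium response which marks RGS4 activation or potentiation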
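Detection: kinetic calcium fluorescence imaging with Fluo4-AM dye, 2 µM / Material: HEK293 cells with stable M3R and inducible RGS4 / Schedule: recording 10 s baseline at 1 Hz, 100 s post-agonist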
Active calls of the source: *; i = inactive; ? = inconclusive; . = not tested or not shown. Not a hit list (roughly 6.1% active in at least one column).

SMILES	MrgX1 allo act	TRPC6 act	MrgX1 antag	SKKanGAS inh	TRPC6 inh	Platelet DG rel	MrgX1 agonist	TRPC4 inh	HIF act	RGS4 inh	RGS4 act
CCC(C)COC(=O)C(C#N)c1nc2ccccc2nc1N1CCCCC1 (centres undefined)	i	i	i	53*	i	14	i	i	-0.9	i	i
Cc1cc(C)n(-c2nc(-n3nc(C)cc3C)c3c4c(sc3n2)COC(C)(C)C4)n1	i	i	i	6	i	0	i	i	2.2	i	i
Cc1ccc(CNC(=O)CCCn2nc(C)n3ccnc3c2=O)cc1	i	i	i	-1	i	-3	i	i	-0.3	i	i
CC(O)CNc1nc2c(c(=O)n(Cc3ccccc3)c(=O)n2C)n1C (centres undefined)	i	i	i	-5	i	6	i	i	-2.0	i	i
CCCCn1c(SCC(=O)NCc2ccc(OC)c(C(=O)O)c2)nc2cc(S(N)(=O)=O)ccc21	i	i	i	-4	i	4	i	i	-0.4	i	i
Cc1cccc(NC(=O)NCC(F)(F)F)n1	i	i	i	1	i	14	i	i	0.2	i	i
Cc1cc(CNC(=O)Cc2ccccc2)c2ccccc2n1	i	i	i	-4	i	1	i	i	0.6	i	i
COc1ccc(C(=O)Nc2ccccc2C(=O)O)cc1NC(=O)C(c1ccccc1)c1ccccc1	i	i	i	42	i	4	i	i	0.7	i	i
O=C(OCC(=O)N1CCOCC1)c1cccc(S(=O)(=O)N2CCCc3ccccc32)c1	i	i	i	-9	i	20	i	i	0.4	i	i
CCCC(=O)N1CCN(c2nnc(-c3ccccc3)c3ccccc23)CC1	i	i	i	-5	i	10	i	i	0.1	i	i
N#C/C(=N/O)c1nc(-c2ccc(F)cc2)cs1	i	i	i	-1	i	-4	i	i	-0.1	i	i
COc1ccc2nc(SCC(=O)NC3(C#N)CCCCC3)[nH]c2c1	i	i	i	3	i	0	i	i	-0.4	i	i
COc1ccc(C(=O)Nc2cc(C(C)=O)c(C)oc2=O)cc1	i	i	i	-2	i	4	i	i	1.7	i	i
O=C(NCCCN1CCOCC1)c1cc2ccccc2oc1=O	i	i	i	7	i	1	i	i	-0.4	i	i
Cc1ccc(-n2ncc3c(NCc4ccc5c(c4)OCO5)ncnc32)c(C)c1	i	i	i	19	i	9	32*	i	-0.2	i	i
O=C(Nc1ccc(N2CCCC2)c(S(=O)(=O)Nc2cccc(C(F)(F)F)c2)c1)c1cccs1	i	i	i	52*	i	-10	i	i	-0.3	i	i
Clc1ccc2c(N3CCOCC3)ccnc2c1	i	i	i	-2	i	5	i	i	1.9	i	i
c1ccc(Nc2cccc(Nc3ccccc3)n2)cc1	i	i	i	40	i	-3	i	i	2.2	i	i
CCOC(=O)c1ccc(NC(=S)N(CCCN2CCCC(C)C2)Cc2cccs2)cc1 (centres undefined)	i	i	i	4	i	3	i	i	0.3	i	i
Cc1cc(S(=O)(=O)Nc2ccc3c(c2)COC3=O)ccc1F	i	i	i	4	i	-3	i	i	-0.1	i	i
Cc1nc2ccc(C(=O)N/N=C/c3ccc(O)cc3)cc2[nH]1	i	i	i	-6	i	-2	i	i	0.3	i	i
COc1ccc(-c2csc(Nc3ncccc3C)n2)cc1	i	i	i	9	i	6	i	i	2.6	i	i
Cc1ccc(OCCOCCNC(C)C)c(Br)c1	i	i	i	-1	i	6	i	i	-3.3	i	i
O=C(c1ccccc1)[C@@H]1[C@@H](C(=O)c2ccc(F)cc2)[C@@]2(C(=O)Nc3ccccc32)[C@H]2c3ccccc3C=CN12	i	i	i	0	i	1	i	i	0.4	i	i
Cc1nnc(SCC2=C(C(=O)O)N3C(=O)C(NC(=O)Cn4nc(C)c(Cl)c4C)C3SC2)s1 (centres undefined)	i	i	i	88*	i	2	i	i	-0.5	i	i

New compounds follow
SMILES	MrgX1 allo act	TRPC6 act	MrgX1 antag	SKKanGAS inh	TRPC6 inh	Platelet DG rel	MrgX1 agonist	TRPC4 inh	HIF act	RGS4 inh	RGS4 act
CC(C)NCc1nnc(-c2ccccc2Cl)o1	i	i	i	4	i	-11	i	i	1.0	i	i
O=C(c1ccco1)N1CCN(C(c2ccccc2Cl)c2nnnn2CC2CCCO2)CC1 (centres undefined)	i	i	i	0	i	10	i	i	0.3	i	i
CCN(CC)S(=O)(=O)c1ccc2c(c1)nc(CCC(=O)Nc1ccc3c(c1)OCO3)n2C	i	i	i	4	i	-3	i	i	0.5	i	i
CC(=O)Nc1ccc(NC(=O)C2CC(=O)N(Cc3ccccc3)C2)cc1 (centres undefined)	i	i	i	-7	i	-4	i	i	-0.1	i	i
CCN(CCn1cccn1)C(=O)CC1C(=O)NCCN1CC1CCCCC1 (centres undefined)	i	i	i	-5	i	-5	i	i	0.9	i	i
O=c1cc(CSc2nnnn2-c2ccccc2)[nH]c2[nH]n(-c3ccccc3)c(=O)c12	i	i	i	-2	i	9	i	i	-0.2	i	i
COc1ccc(N(CC(=O)NCC2CCCO2)C(=O)CCC(=O)Nc2nccs2)cc1 (centres undefined)	i	i	i	12	i	.	i	i	1.7	i	i
CCC(=O)Nc1ccc(-c2csc(C)n2)cc1	i	i	i	4	i	-9	i	i	2.4	i	i
Cc1cccc(NC(=O)c2ccc(S(=O)(=O)N3CCOCC3)cc2)n1	i	i	i	3	i	-4	i	i	-0.4	i	i
O=C(Nc1ccncc1)c1cc(-c2ccccn2)nc2ccccc12	i	i	i	-8	i	11	i	i	-0.3	i	i
CCOc1ccc(OCC(=O)Nc2ccc(OC)cc2)cc1	i	i	i	-9	i	0	i	i	1.3	i	i
CCOC(=O)C[N+](CC)(CC)CC#Cc1ccccc1	i	i	i	-5	i	-11	i	i	-0.6	i	i
CCc1c(O)cc(=O)n(-c2ccccc2)c1-c1ccccc1	i	i	i	5	i	2	i	i	-0.4	i	i
COc1ccc(CC(=O)Nc2ccc(N3CCCCC3)cc2)cc1	i	i	i	-4	i	-1	i	i	2.1	i	i
CCc1ccc(NC(=O)CNC(=O)c2cn(-c3ccccc3OC)c(=O)c3ccccc23)cc1	i	i	i	7	i	3	i	i	0.1	i	i
O=S(=O)(Cc1ccccc1)NCC1CCCO1 (centres undefined)	i	i	i	18	i	-4	i	i	-0.5	i	i
Cc1ccc(S(=O)(=O)Nc2csc(C)c2C(=O)O)cc1	i	i	i	10	i	1	i	i	-0.3	i	i
CCN1CCN(Cc2cccc(Oc3ccc(Cl)cc3)c2)CC1	i	i	i	-2	i	7	i	i	0.0	i	-9.4*
CC(=O)c1cccc(N(CC(=O)NC2CCCC2)C(=O)CNC(=O)c2cccs2)c1	i	i	i	2	i	3	i	i	-0.3	i	i
N#Cc1c(SCC(=O)Nc2nccs2)nc2c(c1-c1ccco1)CCCC2	i	i	i	4	i	-2	i	i	-25	i	i
COc1ccccc1Nc1nc2ccccc2[nH]1	i	i	i	2	i	7	i	i	2.7	i	i
CC(=O)Nc1nc(C)c(Oc2ccc(Cl)cc2Cl)c(=O)[nH]1	i	i	i	10	i	5	i	i	-0.6	i	i
Cc1ccnc(NS(=O)(=O)c2ccc(N3C(=O)Nc4ccccc4N3O)cc2)c1	i	i	i	-3	i	-2	i	i	-1.2	i	i
CC(C)(C)c1cc(C(=O)NNC(=O)Nc2cccc(Cl)c2)n(Cc2ccccc2)n1	i	i	i	15	i	.	i	i	.	i	i
CCOCCCNC(=O)c1cn2c3c(ccc(Cl)c3c1=O)OC(C)C2 (centres undefined)	.	i	.	-13	i	2	.	i	1.4	i	i

Additional records
SMILES	MrgX1 allo act	TRPC6 act	MrgX1 antag	SKKanGAS inh	TRPC6 inh	Platelet DG rel	MrgX1 agonist	TRPC4 inh	HIF act	RGS4 inh	RGS4 act
Cc1nc2ncnn2c(C)c1CCC(=O)N1CCCCC1	i	i	i	-2	i	-3	i	i	0.0	i	i
O=C(COc1ccc(Cl)cc1)NCCCn1ccnc1	i	i	i	8	i	-41	i	i	-0.3	i	i
COc1cccc(CNC2CCCc3ccccc32)c1OC (centres undefined)	i	i	i	9	i	-1	i	i	-0.1	i	i
Cc1cc(Cl)ccc1-n1c(-c2cccnc2)n[nH]c1=S	i	i	i	6	i	-6	i	i	-0.9	i	i
Cc1ccccc1S(=O)Cc1ccc(C(=O)NC2CCN(Cc3ccccc3)CC2)o1 (centres undefined)	i	i	i	34	i	-26	i	i	-0.2	i	i
CCCOC(=O)C1C2C=CC(C2)C1C(=O)OCC(=O)c1ccccc1 (centres undefined)	i	i	i	-5	i	1	i	i	-0.6	i	i
O=C(CCN1CCN(c2ccccc2)CC1)Nc1ccccc1F	i	i	i	3	i	4	i	i	0.5	i	i
CCCCCCC(=O)Nc1ccc(C(=O)N/N=C/c2cccnc2)cc1	i	i	i	-2	i	0	i	i	0.0	i	i
Cc1ccc(NC(=O)CCOc2ccccc2C)cc1F	i	i	i	-7	i	-1	i	i	0.5	i	i
Cn1c(/C=C/c2cccc([N+](=O)[O-])c2)nc2ccccc2c1=O	i	i	i	11	i	-1	i	i	-0.8	i	i
CCOC(=O)c1csc(NC(=O)c2ccc3c(c2)OCCO3)n1	i	i	i	?	i	-21	i	i	1.8	i	i
CCn1c(SC(C)C(=O)O)nnc1-c1cccnc1 (centres undefined)	i	i	i	6	i	-2	i	i	-0.2	i	i
CC1(C)Cc2c(cnn2-c2ccc(F)cc2)C(NC(=O)C2=NNC(=O)CC2)C1 (centres undefined)	i	i	i	-1	i	8	i	i	1.7	i	i
Cc1cc(C)c(C(=O)OCC(=O)NC(=O)c2ccccc2)c(C)c1	i	i	i	7	i	1	i	i	-0.3	i	i
CCN(CC)CCCNC(=O)C1c2ccccc2C(=O)N(C)C1c1ccc(OC)cc1 (centres undefined)	i	i	i	2	i	9	i	i	795*	i	i
Cc1cc(Nc2nc3ccccc3nc2Cl)n(-c2ccccc2C)n1	i	i	i	-5	i	-8	i	i	1.3	i	i
O=c1c2ccccc2cnn1Cc1cccc(Br)c1	i	i	i	28	i	2	i	i	-0.4	i	i
O=C(CCc1nc2ccccc2s1)OCc1ccccc1	i	i	i	1	i	7	i	i	-0.1	i	i
COc1ccc(N2CCN(c3nc4ccccc4nc3NS(=O)(=O)c3ccccc3)CC2)cc1	i	i	i	6	i	-14	i	i	0.2	i	i
